Screening data as filed in PubChem.
M1 ag: agonists of human M1 muscarinic receptor. P11229. 360,000 compounds, 0.33% hits. activation, % at 3 µM. CHO-K1 hM1, Fluo-8 calcium fluorescence, agonist mode; 0% DMSO, 100% acetylcholine EC100. AID 588814;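 active = activation above the run's mean compound activation plus 3 SD, cut at about 16% in these data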;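 also: peak over basal fluorescence ratio within a 140 s kinetic read after compound addition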
CHRM4 antagonist: blocks acetylcholine activation of human M4 receptor; P08173; CHO-hM4 cells, ACh EC80, Fluo-8 calcium fluorescence; inhibition, % at 3 µM; 360,000 compounds, 0.73% hits; AID 624125;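 active = inhibition above its plate's cutoff, the mean inhibition of sample wells plus 3 SD, cut at about 27% in these data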;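 also: 0% = acetylcholine EC80 with DMSO and 100% = DMSO without agonist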
Target sequence (P08173 whole entry, looked up): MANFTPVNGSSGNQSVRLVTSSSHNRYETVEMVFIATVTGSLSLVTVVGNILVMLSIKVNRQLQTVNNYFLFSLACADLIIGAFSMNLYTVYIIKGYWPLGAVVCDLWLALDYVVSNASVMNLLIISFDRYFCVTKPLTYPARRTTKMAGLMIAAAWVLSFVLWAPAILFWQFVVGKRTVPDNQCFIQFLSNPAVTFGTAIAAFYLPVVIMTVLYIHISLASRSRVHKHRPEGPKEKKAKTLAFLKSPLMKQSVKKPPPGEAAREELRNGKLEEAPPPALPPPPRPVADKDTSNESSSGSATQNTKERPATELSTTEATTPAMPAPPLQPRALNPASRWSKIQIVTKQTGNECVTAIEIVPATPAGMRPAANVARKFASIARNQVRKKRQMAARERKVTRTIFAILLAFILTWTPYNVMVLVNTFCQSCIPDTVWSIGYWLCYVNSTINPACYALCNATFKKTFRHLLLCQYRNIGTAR
OXTR potentiator: potentiators of human oxytocin receptor. CHO-OTR cells, Fluo-8 calcium fluorescence, potentiator mode; 0% = oxytocin EC15, 100% = EC100. 320,000 compounds, 0.061% hits. activation, % at 3 µM;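 active = activation above that plate's cutoff, the mean activation of tested compounds plus 3 SD, cut at about 6.6% in these data, passing the limit was not always enough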;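 also: 100% uses oxytocin at 75 nM as the full agonist control; some results filed as inactive read as strong as hits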
Target sequence (P30559 whole entry, looked up): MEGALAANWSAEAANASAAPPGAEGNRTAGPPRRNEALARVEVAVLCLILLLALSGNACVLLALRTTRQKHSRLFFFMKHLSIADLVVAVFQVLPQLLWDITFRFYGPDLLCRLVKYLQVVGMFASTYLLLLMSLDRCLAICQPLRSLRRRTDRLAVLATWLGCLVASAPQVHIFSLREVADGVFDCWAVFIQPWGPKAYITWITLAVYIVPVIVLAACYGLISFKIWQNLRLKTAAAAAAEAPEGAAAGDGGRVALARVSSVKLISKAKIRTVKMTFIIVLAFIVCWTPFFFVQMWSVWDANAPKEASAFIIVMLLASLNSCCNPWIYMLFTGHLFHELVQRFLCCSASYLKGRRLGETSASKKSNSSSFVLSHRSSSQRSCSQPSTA
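Assay system: CHO cell line stably expressing human OTR | Also added: Oxytocin at about EC15, sub-maximal agonist stimulus | Times: Compound 6 min at room temperature before oxytocin, 100 s read | Measured by: Fluo-8 intracellular calcium fluorescence, ex 470-495, em 515-575 nm | Controls: EC15 oxytocin alone as 0%, 75 nM oxytocin as 100%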
CHO-K1 Ca ag: M1 agonist counterscreen hit in parental CHO-K1 cells | Fluo-8 calcium fluorescence; scaled to maximal ATP response, vehicle zero | activation, % at 3 µM | 360,000 compounds, 0.48% hits; in the data active = activation above about 15%;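 also: untransfected CHO-K1 host cells lacking M1 receptor as counterscreen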
CHO parental Ca: counter-screen: ATP calcium response change in parental CHO cells; parental CHO-K1, ATP-induced calcium, Fluo-8 fluorescence; inhibition, % at 5.6 µM; 330,000 compounds, 0.63% hits; AID 463079;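 active = inhibition above that plate's mean sample inhibition plus 3 SD, cut at about 26% in these data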;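 also: 0% = ATP-challenged DMSO wells and 100% = DMSO wells without ATP; some compounds past the cut are filed as inactive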
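Test system: parental CHO cells; detection: calcium-sensitive Fluo-8 fluorescence; evaluation: percent inhibition of calcium signal; also added: ATP as calcium-mobilizing challenge; repeats: one well per compound; control set: ATP-challenged DMSO wells low, unchallenged DMSO wells high; compound: single nominal dose of 5.6 µM per compound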
M4 ag: agonists of human muscarinic M4 receptor (CHRM4). activation, % at 3 µM. AID 624127. 360,000 compounds, 0.14% hits. CHO-K1 hM4/Gqi5, Fluo-8 calcium fluorescence; vehicle 0%, full acetylcholine response 100%;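 active = activation above the run mean over all test wells plus 3 SD, cut at about 32% in these data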;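 also: peak over basal fluorescence ratio per well then scaled between controls; 0% = DMSO wells and 100% = acetylcholine at EC100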
CHO-K1 Ca antag: M1 antagonist counterscreen hit in parental CHO-K1 cells. ATP-induced calcium, Fluo-8 fluorescence. inhibition, % at 3 µM. 360,000 compounds, 0.6% hits;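 active = inhibition above a per-plate cutoff, the plate's mean sample inhibition plus 3 SD, cut at about 24% in these data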;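 also: 0% = DMSO plus EC80 ATP and 100% = DMSO alone without ATP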
M1 antag: blocks human M1 muscarinic receptor; 360,000 compounds, 1.3% hits; P11229; inhibition, % at 3 µM; CHO-K1 hM1, Fluo-8 calcium fluorescence, ACh EC80 antagonist;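 active = percent inhibition above its own plate's cutoff, namely the mean of that plate's compound wells plus 3 SD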;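 also: peak over basal fluorescence ratio during 140 s after agonist addition; 0% = ACh EC80 plus DMSO and 100% = DMSO alone without agonist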
M1 PAM: human CHRM1 positive allosteric modulation; P11229; CHO-K1 hM1, Fluo-8 calcium fluorescence, ACh EC20; 0% = ACh EC20, 100% = maximal ACh; activation, % at 3 µM; 360,000 compounds, 0.088% hits; AID 588819; in the data active = activation above about 19%, passing the limit was not always enough
Starred values were filed as active, the others as inactive; · = not tested or not shown.

SMILES	M1 ag	CHRM4 antagonist	OXTR potentiator	CHO-K1 Ca ag	CHO parental Ca	M4 ag	CHO-K1 Ca antag	M1 antag	M1 PAM
COc1ccc(/C(O)=C2/C(=O)C(=O)N(CCCN3CCOCC3)C2c2ccc(C)cc2)cc1 (stereo unspecified)	-6.5	3.2	·	0.3	·	0.4	-8.8	-4.8	-2.3
CCNC(=O)N(CC)C[C@H]1N[C@@](Cc2ccccc2)(C(=O)OC)[C@H]2C(=O)N(Cc3ccccc3)C(=O)[C@@H]12	0.5	2.5	2.2	0.6	-11.1	-0.1	-12.8	-4.1	4.5
CCOC(=O)CC1CCCCN1C(=O)CCCn1nnnc1CN1CCOCC1 (stereo unspecified)	-1.6	-12.2	-4.4	0.4	4.2	-0.4	-4.5	-12.8	14.5
COC(=O)c1cc(Br)ccc1N(Cc1cc(OC)cc(OC)c1)S(C)(=O)=O	-5.1	-6.8	-2.6	-0.1	-14.1	3.1	13.8	-4.3	-0.7
C/C(=N\Nc1ccc(Cl)nn1)c1ccccc1O	-6.3	-3.8	·	-0.1	·	2.8	-16.0	-10.4	9.4
CC1CCCCN1S(=O)(=O)c1ccc(C(=O)Nc2nnc(-c3ccncc3)o2)cc1 (stereo unspecified)	-4.0	7.7	-3.3	0.4	-17.2	2.3	0.3	1.2	3.6
CCOc1ccc(CCNC(=O)COC(=O)/C=C/c2cccc(OC)c2)cc1OCC	-5.5	-5.2	2.4	1.4	-22.7	0.8	-7.0	-22.5	14.0
COC(=O)c1cn(NC(=O)c2cc([N+](=O)[O-])ccc2F)c(=O)c2ccccc12	-4.4	4.6	-15.9	0.5	-24.0	-0.3	-8.4	-8.8	6.5
Cc1ccc(C)c(NC(=O)CN(C)C(=O)c2oc3c(Cl)cccc3c2C)c1	-1.0	-0.5	-4.3	2.1	-5.4	12.4	-1.7	6.8	-4.1
COc1ccc(NC(=O)Cc2ccc(Cl)cc2)cc1NC(=O)c1ccco1	-6.1	-0.9	-7.8	-0.2	-15.6	-2.8	-2.3	2.3	-4.1
CC(=O)c1cc2c(cc1NC(=O)CN1CCN(c3ccc(F)cc3)CC1)OCO2	-3.0	8.9	-9.0	0.3	-17.1	0.4	-5.2	-9.9	9.8
Cn1cc(S(=O)(=O)c2ccccc2)c(=O)c2cc(Cl)ccc21	-2.2	4.8	-4.7	0.1	-1.1	0.1	-12.0	-2.0	4.3
CCOc1ccc(NC(C)=O)cc1N	1.7	-7.1	1.5	0.7	-8.7	3.0	-17.2	-23.6	14.8
COc1ccc(NC(=O)N(C2CCCCC2)C(C)c2ccco2)c(OC)c1 (stereo unspecified)	-13.9	1.8	-2.3	-0.8	-20.0	-1.3	-27.0	-9.7	4.8
CC(=O)/C(N=Nc1ccc(-n2ccc(C(F)(F)F)n2)cc1)=C(\C)O	-4.2	0.9	3.0	0.3	-17.0	-0.2	-9.8	-4.2	13.4
O=C1[C@H]2[C@H](ON3CCCC[C@H]23)C(=O)N1c1ccc(Cl)cc1	-3.6	-3.9	-6.4	0.2	-23.1	1.2	-5.6	16.9	-2.1
CC(=O)NN1CCc2cc3ccc(C)cc3nc21	-5.3	-6.6	1.0	2.8	-9.9	9.9	2.6	-5.8	9.0
Cc1ccc(-c2nnn(CC(=O)N(c3ccc(F)cc3)C(C(=O)NC(C)(C)C)c3ccco3)n2)o1 (stereo unspecified)	-3.5	7.2	-4.5	0.0	-25.4	0.8	2.9	6.8	-5.3
Cc1cnc(NC(=O)CN2CCN(c3ccccc3F)CC2)s1	-1.6	2.0	-8.6	-0.2	-7.3	0.1	13.5	4.2	-9.3
CCCC(=O)N1CCN(c2ccc(NC(=O)c3cccs3)cc2Cl)CC1	-7.9	8.3	-0.9	0.3	-15.4	2.5	-0.5	-3.5	9.1
COc1cccc(CNC(=O)CCNC(=O)c2ccccc2OC)c1	0.2	-8.4	1.6	0.1	-10.3	0.8	-0.7	-16.0	18.0
COc1ccc(C(CNC(=O)c2ccc(NS(=O)(=O)c3cccc([N+](=O)[O-])c3)cc2)N2CCOCC2)cc1 (stereo unspecified)	-5.8	7.7	-3.4	2.9	-11.6	0.6	-2.8	6.4	0.7
CN(C)C(=O)C(=O)c1c(-c2ccccc2)cc2ccccn12	1.1	-1.3	-11.4	-0.2	-7.8	0.6	-12.6	-11.3	5.2
COCCN(C(=O)CSc1nnc2cc(C)c3ccccc3n12)c1c(N)n(Cc2ccccc2)c(=O)[nH]c1=O	-0.6	-12.1	-3.9	-0.1	-11.4	0.7	-7.7	-9.0	2.5
CN(C(=O)COC(=O)c1cccc(S(=O)(=O)N2CCCCC2)c1)C1CCS(=O)(=O)C1 (stereo unspecified)	-1.1	-22.1	-4.5	1.7	-6.5	1.5	-0.4	-21.6	10.2

(more compounds)
SMILES	M1 ag	CHRM4 antagonist	OXTR potentiator	CHO-K1 Ca ag	CHO parental Ca	M4 ag	CHO-K1 Ca antag	M1 antag	M1 PAM
COc1cc(/C=C/C(=O)O)cc(S(=O)(=O)NC2CCCC2)c1OC	-2.8	98.1*	-5.0	-0.3	-3.3	-1.5	16.0	0.9	2.4
COc1cccc(/C=N/NC(=O)CSc2cccc3cccnc23)c1	0.7	9.3	-10.9	8.9	15.0	26.1	-0.1	28.5	-10.1
COc1ccc(NC(=O)CC2C(=O)N(c3ccccc3)C(=O)N2Cc2ccco2)cc1 (stereo unspecified)	-3.9	-9.0	-6.0	2.5	-24.1	6.6	-10.1	-3.0	3.6
O=C(NC1CCCCCC1)c1c(F)c(F)c(F)c(F)c1F	-6.4	-2.9	-6.3	0.1	-9.1	-0.4	-16.4	-27.0	6.0
O=C(OCc1c(Cl)cccc1Cl)c1cccnc1Cl	-6.0	-8.4	-0.4	1.0	-2.4	-2.0	-4.7	-6.7	-2.8
C=CCn1nc2ccccc2c1OCCO	-4.7	-2.0	-6.4	0.2	-11.7	-0.5	-13.0	12.0	-6.1
CCC(O)C1CCN(Cc2cn(-c3ccc(OC)cc3)nc2-c2cccc(F)c2)CC1 (stereo unspecified)	-2.3	-8.0	-7.0	5.7	5.7	12.4	-3.3	10.8	2.0
COc1ccc(C/C(C)=N/NC(=O)C2COc3ccccc3O2)cc1 (stereo unspecified)	-8.5	-4.6	-7.2	1.3	2.6	2.3	-14.4	0.0	2.1
COc1ccc(/C=C2\SC(=O)N(CCn3cnnn3)C2=O)cc1	-0.5	-18.1	-4.7	0.8	-5.3	5.8	-16.6	-17.5	10.1
Cc1ccc(CN(C)C(=O)C2CCC(=O)N(C3CCCCCC3)C2)cc1 (stereo unspecified)	-5.2	0.5	-2.6	1.7	-22.1	0.7	-16.6	-6.7	-7.9
COC(=O)c1ccc(OCC(O)Cn2nnc3ccccc32)cc1 (stereo unspecified)	-3.4	0.2	-1.7	2.4	-16.3	4.2	-14.8	4.8	1.4
O=C(c1cccc(S(=O)(=O)Nc2cccc(C(F)(F)F)c2)c1)N1CCCCC1	2.1	-8.7	-1.7	0.3	-12.3	0.8	5.3	0.1	12.1
CCCCC(NS(=O)(=O)c1ccc(C)cc1)C(=O)Oc1ccc2c3c(c(=O)oc2c1)CCC3 (stereo unspecified)	-6.1	-19.7	-3.4	0.5	-6.4	0.0	2.4	0.7	0.3
COc1ccc(C)cc1S(=O)(=O)Nc1cccc(Cl)c1	-3.2	7.2	-2.5	0.7	-14.0	1.6	-12.1	-0.9	4.4
COc1ccc(NC(=O)CN(C)C(=O)c2ccc(N3CCCCC3)c([N+](=O)[O-])c2)cc1	1.5	-0.3	-14.7	1.0	-2.7	2.7	4.0	-10.7	12.5
O=C(N/N=C/c1sc(=O)n(Cc2ccc(Br)cc2)c1Cl)c1ccco1	-0.4	-1.4	-9.8	0.5	-7.1	1.6	6.2	-2.8	6.3
Cc1cccn2c(=O)nc(SCC(=O)Nc3cccc4ccccc34)nc12	-2.5	5.2	-8.0	0.3	-17.9	2.2	12.8	11.3	-5.3
CC1Cc2cc(S(=O)(=O)N3CCC(C(N)=O)CC3)ccc2N1C(=O)C1CC1 (stereo unspecified)	-2.4	1.6	-8.3	0.5	-17.8	0.5	-8.8	-2.3	-0.2
Cc1ccc(S(=O)(=O)N2CCN(S(=O)(=O)c3ccc(C)cc3)C2)cc1	-1.8	-1.4	-12.3	0.5	0.2	0.9	-12.8	-3.9	3.9
CNC(=O)c1ccccc1S(=O)c1ccccc1COC(C)=O (stereo unspecified)	-3.5	1.5	-3.6	0.2	-12.3	-0.1	-5.4	-6.9	11.4
C#CCOCCOCCOCCNc1nc(N2CCN(C(=O)[C@H](CCC(=O)O)n3cc([C@@H](N)[C@H](C)CC)nn3)CC2)nc(N2CCN(C(=O)[C@H](CCCCN)n3cc([C@@H](N)CC(N)=O)nn3)CC2)n1	-3.1	-4.2	-7.2	0.9	-8.9	-0.1	8.3	-13.4	11.7
O=C(Nc1ccc2cn[nH]c2c1)c1ccccc1F	-7.7	-1.7	-3.6	0.2	1.3	0.9	-0.8	1.2	3.7
CCCSc1cc(Cl)nc(N)n1	-2.8	-4.1	-2.0	-0.5	17.0	1.2	-6.0	-14.1	7.5
C=C1CCN([C@@H](Cc2ccccc2)C(=O)NCc2ccccc2)S(=O)(=O)c2ccccc21	-4.4	-12.4	-7.5	-1.0	-19.7	7.3	14.6	-7.4	7.7
CN(CC(=O)N1CCN(c2cccc(Cl)c2)CC1)S(=O)(=O)c1cnc[nH]1	-3.2	1.8	-2.4	3.5	-10.0	1.1	-20.6	-3.5	8.2
CCn1cc(C(=O)N[C@H](C(=O)NCCCOC)C(C)C)c(=O)c2cc3c(cc21)OCO3	-3.0	16.4	1.2	3.5	6.1	8.0	-7.8	8.6	-6.5
CC(=O)Nc1ccc(NC(=O)c2ccccc2N(C)S(=O)(=O)c2ccccc2)cc1	-5.5	-0.1	-3.8	0.1	5.2	0.7	-8.0	-11.2	3.5
CN(C)c1ccc(C=Cc2nccc3ccccc23)cc1	27.1*	22.9	·	19.9*	·	36.1*	25.4*	40.6*	-36.3
COc1ccc(Nc2cc3n(c(=O)n2)CCc2cc(OC)c(OC)cc2-3)c(C)c1	-5.7	10.3	-13.7	0.8	-7.5	0.0	-10.3	-2.4	2.8
CC1=C(C)CC(C(=O)NCc2c(F)cccc2Cl)C(C(=O)O)C1 (stereo unspecified)	-4.7	5.3	-19.9	1.8	-10.3	-0.1	-16.8	-0.5	4.2

Among those listed so far, these have two or more sulfur atoms.
SMILES	M1 ag	CHRM4 antagonist	OXTR potentiator	CHO-K1 Ca ag	CHO parental Ca	M4 ag	CHO-K1 Ca antag	M1 antag	M1 PAM
CN(C(=O)COC(=O)c1cccc(S(=O)(=O)N2CCCCC2)c1)C1CCS(=O)(=O)C1 (stereo unspecified)	-1.1	-22.1	-4.5	1.7	-6.5	1.5	-0.4	-21.6	10.2
Cc1ccc(S(=O)(=O)N2CCN(S(=O)(=O)c3ccc(C)cc3)C2)cc1	-1.8	-1.4	-12.3	0.5	0.2	0.9	-12.8	-3.9	3.9

Shown as a hit in M1 antag (from the list above):
| SMILES | M1 ag | CHRM4 antagonist | OXTR potentiator | M4 ag | M1 antag | M1 PAM |
| --- | --- | --- | --- | --- | --- | --- |
| CN(C)c1ccc(C=Cc2nccc3ccccc23)cc1 | 27.1* | 22.9 | · | 36.1* | 40.6* | -36.3 |
